thrombin 1536: thrombin (human) inhibition; AID 1046; inhibition, % at 5 µM; 220,000 tested, 0.26% active; alpha-thrombin, Boc-VPR-AMC fluorogenic substrate cleavage; P00734;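 active means inhibition at or above 40%; inactive means inhibition below 40%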;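 further: 0% = enzyme with no compound and 100% = wells without enzyme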
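Test system: human alpha-thrombin; medium: pH 7.5 Tris-saline with Tween 20; times: reaction at room temperature; signal: AMC fluorescence at 355 nm excitation and 460 nm emission; also added: Boc-VPR-AMC substrate, 15 µM final; dosing: one concentration per compound, 5 µM, with 0.2% DMSO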
m-calpain inh: inhibitors of pig calpain II. 220,000 tested, 0.37% active. purified calpain II, fluorogenic peptide substrate, 30 min. inhibition, % at 16 µM. AID 1236;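 active means inhibition above about 50%, limit read from the data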
PERK inh: blocks human PERK kinase; Q9NZJ5; CHO PERK-DD fusion, SEAP luminescence translation reporter; inhibition, % at 5.6 µM; 220,000 tested, 0.17% active;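 active means inhibition above the mean inhibition of all tested compounds plus 3 SD, set separately per screening campaign, cut at about 2.9% in these data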;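 further: PERK kinase domain activated by AP20187 dimerizer at 100 nM; 0% = DMSO with dimerizer and 100% = rapamycin at 8.4 µM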
hK5 inh: inhibitors of human kallikrein 5; Q9Y337; recombinant hK5, fluorogenic AMC substrate cleavage; inhibition, % at 5 µM; 210,000 tested, 0.59% active;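 active means inhibition of 40% or more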;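 further: 0% = enzyme controls without compound and 100% = no-enzyme blanks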
FXIa inh 1536: blocks human coagulation factor XIa protease activity | purified FXIa, Boc-Glu-Ala-Arg-AMC fluorogenic substrate | 220,000 tested, 0.14% active | AID 798 | P03951 | inhibition, % at 5 µM;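 active means inhibition of at least 40%; inactive means inhibition below 40%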;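 further: fluorescence of freed AMC excited at 355 nm; 0% = enzyme without compound and 100% = no enzyme blank; many of its hits are not listed in these tables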
KCC2 mod: modulates chloride dependent transport by human KCC2; Q9H2X9; B-score of Tl+ flux slope (higher = more flux/activation; lower = inhibition) at 10 µM; KCC2 cells, thallium flux FluoZin-2 fluorescence; AID 1456; 190,000 tested, 2.2% active;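 active means thallium flux slope and its plate-corrected score both differing from the plate sample mean at a set confidence after two filtering rounds, in either direction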;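 further: slope of fluorescence scaled to starting intensity during 10 to 20 s after thallium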
Target sequence (Q9H2X9 whole entry, looked up): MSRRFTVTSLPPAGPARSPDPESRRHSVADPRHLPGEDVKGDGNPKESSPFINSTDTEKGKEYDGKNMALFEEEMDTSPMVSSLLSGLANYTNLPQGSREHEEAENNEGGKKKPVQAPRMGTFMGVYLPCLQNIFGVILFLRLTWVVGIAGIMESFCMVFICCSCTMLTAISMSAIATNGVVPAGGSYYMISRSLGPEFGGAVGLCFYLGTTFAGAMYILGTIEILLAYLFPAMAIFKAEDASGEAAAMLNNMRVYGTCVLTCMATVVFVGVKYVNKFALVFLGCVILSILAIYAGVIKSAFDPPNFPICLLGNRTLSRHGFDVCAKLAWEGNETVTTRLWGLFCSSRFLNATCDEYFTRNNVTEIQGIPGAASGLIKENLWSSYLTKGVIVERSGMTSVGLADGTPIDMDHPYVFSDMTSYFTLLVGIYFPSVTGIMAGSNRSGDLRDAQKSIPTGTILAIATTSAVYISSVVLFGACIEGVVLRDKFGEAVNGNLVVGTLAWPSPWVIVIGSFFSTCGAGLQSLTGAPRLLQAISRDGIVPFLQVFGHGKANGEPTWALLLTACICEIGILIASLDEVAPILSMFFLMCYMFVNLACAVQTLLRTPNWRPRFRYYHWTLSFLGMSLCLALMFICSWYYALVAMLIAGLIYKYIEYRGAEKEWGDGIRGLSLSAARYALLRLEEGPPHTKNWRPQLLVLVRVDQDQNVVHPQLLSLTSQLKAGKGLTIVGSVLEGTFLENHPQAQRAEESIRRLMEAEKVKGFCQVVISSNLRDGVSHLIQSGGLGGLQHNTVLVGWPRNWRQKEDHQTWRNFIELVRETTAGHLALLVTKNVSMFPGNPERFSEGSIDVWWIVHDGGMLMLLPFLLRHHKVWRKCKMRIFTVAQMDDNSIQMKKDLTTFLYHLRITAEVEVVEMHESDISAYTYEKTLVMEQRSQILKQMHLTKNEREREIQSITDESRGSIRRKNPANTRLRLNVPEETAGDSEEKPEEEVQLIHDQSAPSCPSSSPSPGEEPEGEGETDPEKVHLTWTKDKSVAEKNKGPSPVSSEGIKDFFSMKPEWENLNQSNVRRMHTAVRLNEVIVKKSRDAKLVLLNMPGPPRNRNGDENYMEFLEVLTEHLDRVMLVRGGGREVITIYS
FXIIa inh: blocks human coagulation factor XIIa protease activity | P00748 | purified FXIIa, Boc-QGR-AMC fluorogenic substrate, 2 h | inhibition, % at 5 µM | 220,000 tested, 0.3% active; in the data active means inhibition above about 40%;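 further: 0% = enzyme with no compound and 100% = blank without enzyme; many of its hits are not listed in these tables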
Rad51 HR inh: blocks human Rad51 in homologous recombination; hRad51 DNA strand exchange, fluorescence dequenching; inhibition, % at 10 µM; AID 1385; 200,000 tested, 0.085% active; Q06609;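 active means inhibition above 40% at the single screening dose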;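 further: 0% = DMSO control wells and 100% = blanks with heterologous ssDNA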
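Material: human Rad51–ssDNA filaments; Probe or stimulus: labelled 47-mer dsDNA for strand exchange; Doses: single 10 µM dose; Incubation: 37 °C 15-min filament assembly, 30-min compound preincubation, 15-min exchange; Technique: FRET fluorescence dequenching, excitation 485 nm, emission 520 nm; Measure: Fluorescence-based percent inhibition, control- and blank-normalised; Benchmarks: plate control and blank wells.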
Furin inhibitor: human furin inhibition. P09958. purified furin, fluorogenic substrate cleavage. inhibition, % at 30 µM. 220,000 tested, 0.061% active. AID 463115; in the data active means inhibition above about 25%; further: inactives centre near -15
An asterisk follows results filed as active; i = inactive; nt = no result given; [ ] = dose if it differs, or a comment. Some of the compounds tested; the hit share may differ from the screen's.

| Structure | thrombin 1536 | m-calpain inh | PERK inh | hK5 inh | FXIa inh 1536 | KCC2 mod | FXIIa inh | Rad51 HR inh | Furin inhibitor |
| --- | --- | --- | --- | --- | --- | --- | --- | --- | --- |
| Cc1ccc(Cn2c(N/N=C/c3ccncc3)nc3c2c(=O)n(C)c(=O)n3C)cc1 | 1 | 18 | -1.3 | -1 | 9 | -0.11 | 14 | -6 | 1 |
| Cc1ccc(NC2=C(Cl)C(=O)OC2OC(=O)c2ccccc2C)cc1 (centres undefined) | 1 | 67* | -0.2 | -21 | 3 | -1.3 | -3 | 2 | -29 |
| CC(=O)N1CCN(C(=S)c2ccc(N(C)C)cc2)CC1 | 1 | -14 | 1.4 | -15 | 6 | nt | 14 | 2 | -20 |
| CCOC(=O)C(=CNc1ccc(Cl)cn1)C(=O)OCC | -6 | -2 | -0.9 | -2 | -2 | -1.6 | 2 | 13 | 1 |
| C=CCOc1ccc(CNc2nn[nH]n2)cc1 | 0 | -21 | -0.9 | -2 | 0 | 0.17 | 12 | 5 | -2 |
| S=c1[nH]nc2nnc3ccccc3n12 | 1 | -6 | -0.1 | 4 | 2 | -1.1 | 9 | 13 | -13 |
| CC1CC(=O)NN=C1c1ccc(N)c([N+](=O)[O-])c1 (centres undefined) | -11 | 22 | -0.1 | -19 | -10 | -0.16 | -3 | 2 | -6 |
| Cn1c(=O)[nH]c(=O)c2c1nc(NCc1ccco1)n2CCCc1ccccc1 | 1 | -14 | -0.6 | 4 | 4 | 0.027 | 13 | -9 | -19 |
| O=C1CSC(c2ccncc2)N1Cc1ccc(F)cc1 (centres undefined) | -5 | 0 | 0.5 | -2 | 4 | nt | 7 | -34 | -12 |
| Cc1cc(Cl)ccc1NC(=S)NCc1ccccc1Cl | 0 | 24 | -1.1 | -21 | 5 | -0.3 | 11 | nt | -19 |
| CN(CCC#N)C(=O)COC(=O)c1ccc(Cl)cc1O | -11 | 10 | -0.3 | 5 | -3 | -0.15 | 1 | 14 | -6 |
| O=C(/C=C/c1ccc(Cl)c(Cl)c1)n1cccn1 | -1 | -3 | 1.3 | 0 | 5 | 0.41 | 10 | -2 | -24[20 µM] |
| CC(=C1C(=O)c2ccccc2C1=O)N1CCN(CCN=CC2=C(O)CC(C)(C)CC2=O)CC1 | -4 | 10 | 0.8 | -11 | 8 | -0.33 | 15 | -32 | -7 |
| COC(=O)C(NC(=O)CNS(=O)(=O)c1ccc(Br)cc1)c1ccccc1 (centres undefined) | -8 | 5 | 0.3 | 2 | 1 | -0.35 | 7 | -2 | -14 |
| Nc1nonc1-n1nnc(C(=O)N/N=C/c2c(Cl)cccc2Cl)c1CSC1=NCCS1 | 6 | 16 | 0.0 | 5 | 2 | -2.8 | 11 | 10 | -19 |
| O=S(=O)(Nc1ccc2c(c1)nc1n2CCN(Cc2ccccc2)C1)c1ccc(F)cc1 | -2 | -20 | -0.3 | 17 | -3 | -0.62 | -4 | -7 | -23 |
| CCOc1cc(CNn2cnnc2SCC(=O)NC(C)(C)C)ccc1OCC(=O)NC(C)(C)C | 5 | 0 | -0.6 | -5 | -2 | -0.43 | 6 | 7 | -10 |
| CCCOc1nc2c(c(=O)n(C)c(=O)n2C)n1Cc1cccc2ccccc12 | 3 | 15 | -0.6 | -3 | 6 | nt | 11 | -1 | -16 |
| Cc1nn(Cc2ccc(C(=O)O)o2)c(C)c1[N+](=O)[O-] | -4 | -24 | 1.1 | 2 | -3 | -0.029 | 3 | -2 | -26 |
| CCCNS(=O)(=O)c1ccc(NC(=O)c2cccnc2)cc1 | 2 | -30 | -0.1 | -4 | 0 | -1.8 | 16 | 0 | -22[20 µM] |

Next part
| Structure | thrombin 1536 | m-calpain inh | PERK inh | hK5 inh | FXIa inh 1536 | KCC2 mod | FXIIa inh | Rad51 HR inh | Furin inhibitor |
| --- | --- | --- | --- | --- | --- | --- | --- | --- | --- |
| COCCn1c(=O)c2cc3c(=O)n(CCOC)c(=O)c3cc2c1=O | 5 | 4 | -0.7 | -12 | -2 | nt | 13 | -6 | -21[20 µM] |
| CC1=CC(C)(C)N(C(=O)c2ccc(F)cc2)c2cc3c(cc21)OCO3 | 4 | -4 | -0.7 | -3 | 5 | 0.95 | -4 | nt | -8 |
| C=C1CCN([C@H](C(=O)Nc2ccc(OC)cc2)C(C)C)S(=O)(=O)c2ccccc21 | -3 | 24 | nt | -3 | -2 | -0.54 | 5 | -7 | -14 |
| Cc1ccc(CC(=O)O/N=C(\N)c2cccc([N+](=O)[O-])c2)cc1 | -1 | 5 | 0.5 | 5 | 7 | -0.44 | 12 | 4 | -19 |
| COCCOC(=O)c1c(C)n(C)c2ccc(OC(=O)N3CCOCC3)cc12 | -1 | -38 | -0.9 | -13 | 0 | 1.5 | 10 | -13 | -21 |
| O=C(NCCCN1CCOCC1)c1cc(-c2ccc(O)cc2)on1 | -2 | -11 | 0.2 | -9 | 1 | 0.64 | 13 | -2 | -20 |
| Cc1sc2nc(CN(C(=O)NCc3ccccc3)C3CCCC3)[nH]c(=O)c2c1C | -1 | -11 | -0.1 | -5 | -2 | nt | 4 | -2 | -17 |
| O=C(O)c1cccc(S(=O)(=O)Nc2ccccc2N2CCOCC2)c1 | 1 | -3 | -0.1 | 2 | 3 | 0.0059 | 3 | -15 | -12 |
| CC1(C)CC2CC(C)(CN2C(=O)CCCN2C(=O)c3ccccc3C2=O)C1 (centres undefined) | -5 | 17 | -0.9 | -3 | -7 | 0.7 | -12 | -2 | -16 |
| O=C(O)c1coc2ccccc12 | -2 | -16 | 0.9 | -1 | 0 | 0.9 | 11 | 8 | -17 |
| Cc1n[nH]c(=O)nc1N/N=C/c1ccco1 | -4 | 26 | 0.3 | nt | -4 | 0.54 | 7 | nt | -1 |
| CCOc1ccc(-c2nn(-c3ccccc3)cc2/C=C2\SC(N)=NC2=O)cc1C | -5 | -77 | -0.3 | 16 | 0 | -0.25 | 8 | 2 | -13 |
| CN(C)CCNC(=O)/C(=N\O)c1ccccn1 | -9 | 10 | 0.6 | nt | -2 | 0.2 | 5 | nt | -15 |
| Cc1cccc(N/C(N)=N/c2nc(CSc3ccc(Cl)cc3)cc(=O)[nH]2)c1 | 13 | 24 | 0.4 | 32 | 19 | 0.45 | 39 | 0 | 2 |
| NC(=O)c1cccnc1Oc1ccc(Cl)cc1 | -7 | 15 | 0.9 | -6 | -7 | 0.35 | -6 | 23 | -17 |
| Cc1ccc(-c2cc(C(=O)N3CCN(c4ncccn4)CC3)c3cc(Br)ccc3n2)o1 | 1 | -285 | -0.7 | -17 | -4 | 1.1 | -2 | -20 | 2 |
| COC(=O)c1ccc(COC(=O)c2[nH]c(C)c(C(C)=O)c2C)o1 | -2 | 0 | -1.1 | -28 | 4 | nt | 14 | 0 | -15 |
| O=C1C(=O)N(Cc2ccco2)C(c2cccs2)/C1=C(\O)c1cccc([N+](=O)[O-])c1 (centres undefined) | 1 | 8 | 0.6 | 3 | 9 | nt | 13 | -2 | 6 |
| COC(=O)NC(=C(Cl)Cl)S(=O)(=O)c1ccccc1 | 3 | 14 | -0.1 | -8 | 7 | -0.19 | 16 | 5 | -8[20 µM] |
| CN(c1ccc(F)cc1)S(=O)(=O)c1ccc(Cl)c(C(=O)OCC(=O)NCc2ccco2)c1 | 7 | -47 | 0.1 | 20 | 31 | -3.1 | 38 | -8 | -7 |

(list continues)
| Structure | thrombin 1536 | m-calpain inh | PERK inh | hK5 inh | FXIa inh 1536 | KCC2 mod | FXIIa inh | Rad51 HR inh | Furin inhibitor |
| --- | --- | --- | --- | --- | --- | --- | --- | --- | --- |
| Clc1ccc(-c2csc(N/N=C/c3ccco3)n2)cc1 | -1 | 7 | 1.0 | 0 | 4 | -0.082 | 7 | -16 | -9 |
| COc1ccc(NC(=O)C2=NNC(=O)CC2)cc1S(=O)(=O)N1CCCCC1 | -4 | -8 | -0.3 | -3 | -1 | 1 | 4 | 14 | -10 |
| Cc1onc(CO)c1C(=O)Nc1nccs1 | -7 | -12 | 0.2 | -7 | -2 | 0.11 | 10 | 10 | -27 |
| CC1(C(=O)NC2CCCCC2)CCC(=O)N1Cc1ccc2c(c1)OCO2 (centres undefined) | -8 | 33 | 0.4 | -2 | -3 | i | 1 | 17 | -19 |
| COc1ccc(C(=O)NNC(=O)CSc2nnc(-c3cccnc3)n2C)cc1 | -3 | 3 | 0.8 | -5 | -2 | -0.36 | 4 | 2 | -14 |
| COC(=O)Cc1[nH]n(-c2ccccc2)c(=O)c1C(C)=Nc1ccccc1 | -14 | 12 | 0.3 | -3 | 0 | -0.027 | -3 | 4 | -18 |
| CCOC(=O)C1=C(N)OC2=C(C(=O)CC(C)(C)C2)C1c1ccoc1 (centres undefined) | 5 | 3 | 1.6 | 1 | 5 | nt | 18 | 4 | -11[20 µM] |
| Cc1cc(=O)c2c(C)nn(-c3ccccc3)c2[nH]1 | 4 | 9 | -0.3 | 2 | 7 | 0.025 | 15 | -16 | 3 |
| NS(=O)(=O)c1ccc(CNC(=O)c2cc(-c3ccccc3)nc3ccccc23)cc1 | 4 | -28 | 0.8 | 7 | 3 | -0.16 | 15 | 1 | -27 |
| O=C(CSC1=NCCS1)N1CCCCCC1 | -3 | -35 | 0.5 | -11 | 8 | -0.3 | -7 | -4 | -27 |
| Cc1cccc(C(=O)Oc2ccc(/C=N/O)cc2)c1 | 3 | 8 | 0.5 | -8 | 7 | -0.46 | 13 | 3 | -6[20 µM] |
| CC(C)OC(=O)CC(=O)CSc1nc2c(cc1C#N)CCC2 | -3 | -410 | 1.6 | 3 | 3 | 0.86 | 13 | 4 | -11 |
| COc1ccc(C(=O)NCCc2ccc(F)cc2)cc1OC | 0 | -12 | 0.2 | 2 | 0 | 0.022 | 13 | -94 | -23 |
| Fc1ccc(N/N=C2/CCSc3sccc32)c(F)c1 | 1 | 15 | 0.8 | -3 | -3 | -0.2 | 2 | -1 | -4 |
| Cc1cc2ncc(-c3cccc(Cl)c3)cn2n1 | -7 | -30 | 1.5 | 5 | -1 | -0.41 | 6 | 18 | -23 |
| CCCSc1nc(O)c(C2OC(=O)c3c2ccc(OC)c3OC)c(=O)n1-c1ccccc1 (centres undefined) | -16 | -62 | 0.0 | -37 | -8 | 0.79 | 10 | 7 | -8[20 µM] |
| CCN(C(=O)c1ccc(C(C)(C)C)cc1)c1nnc(Cn2nnc3ccccc32)s1 | 0 | 24 | -0.7 | 8 | 8 | -2.5 | 5 | 7 | -20 |
| COCCn1c(C)cc(/C=C2\NC(=S)N(C)C2=O)c1C | 3 | -20 | 1.1 | -2 | 12 | 1.2 | 15 | nt | -7 |
| CCn1nc(C(=O)OCc2c(C)noc2C)c2ccccc2c1=O | 4 | -24 | -1.4 | -7 | 2 | -0.12 | 9 | 2 | -11 |
| CCOC(=O)c1nnc(-c2ccccc2)nc1Oc1ccccc1Cl | -10 | 17 | 1.6 | -11 | -4 | nt | 9 | 11 | -19[20 µM] |
| CCOc1ccc2c(c1)c1nnc(SCC(=O)N3CCCCC3C)nc1n2C (centres undefined) | -3 | 23 | -0.7 | 0 | 6 | -1.2 | 10 | -4 | -17 |
| O=C(CSc1nncs1)NC(=O)NCc1ccccc1 | -9 | 2 | 0.8 | -3 | 0 | 0.1 | 6 | -11 | -18 |

With a hit mark in m-calpain inh, of those listed so far:
| molecule | thrombin 1536 | m-calpain inh | PERK inh | hK5 inh | FXIa inh 1536 | KCC2 mod | FXIIa inh | Furin inhibitor |
| --- | --- | --- | --- | --- | --- | --- | --- | --- |
| Cc1ccc(NC2=C(Cl)C(=O)OC2OC(=O)c2ccccc2C)cc1 (centres undefined) | 1 | 67* | -0.2 | -21 | 3 | -1.3 | -3 | -29 |
